# aGal spleen mod = qHTS Assay for Inhibitors and Activators of Human alpha-Galactosidase From Spleen Homogenate | Potency, µM (doses to about 80 µM), without a hit: top-dose activity change, negative = inhibition, hits mostly inhibitors | Alpha-galactosidase A (Homo sapiens), P06280 | human spleen homogenate, 4MU-alpha-Gal fluorescence, 40 min | 240,000 compounds, 0.008% hits;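 further: 0% = enzyme with vehicle and -100% = no enzyme basal signal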
#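 Fluorogenic readout (Ex 365/Em 440 nm) of 4-methylumbelliferone released from 1 mM 4-MU-alpha-galactoside by spleen homogenate, 40 min at 37C, pH 5.0. Data normalized to no-enzyme and enzyme controls; Hill-equation AC50 from compound titrations.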
# TR SRC2 fluor cs = Total Fluorescence Counterscreen for Inhibitors of the Interaction of Thyroid Hormone Receptor and Steroid Receptor Coregulator 2 | TRb/SRC2 Texas Red total fluorescence interference | Potency, µM (top dose mostly 106 µM), without a hit: at the highest dose fluorescence change, negative = quenching | 280,000 compounds, 0.29% hits | AID 1479, 2009; active means well fitted curve in either direction with a large enough effect; inconclusive means small, poorly fitted or top-dose-only effect
#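 Human TRb ligand-binding domain at 0.6 uM with 20 nM Texas Red SRC2 peptide in Tris buffer containing 1 uM T3 and 5% DMSO, incubated with compound 5 h at ambient temperature. Total fluorescence (555/632 nm) calculated as parallel + 2 × perpendicular.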
# L3MBTL1 block = qHTS Assay for the Inhibitors of L3MBTL1 | AlphaScreen L3MBTL1–H3K9me1 peptide binding | 230,000 compounds, 0.66% hits | Lethal(3)malignant brain tumor-like protein 1 (Homo sapiens), Q9Y468 | Potency, µM (titrated, usually from 57.1 µM), without a hit: at the top dose activity, negative = inhibition, most hits filed as inhibitors | AID 485360, 2010; further: nearly all actives have a fitted effect of over 60% in size
# Target sequence (Q9Y468 whole entry, looked up): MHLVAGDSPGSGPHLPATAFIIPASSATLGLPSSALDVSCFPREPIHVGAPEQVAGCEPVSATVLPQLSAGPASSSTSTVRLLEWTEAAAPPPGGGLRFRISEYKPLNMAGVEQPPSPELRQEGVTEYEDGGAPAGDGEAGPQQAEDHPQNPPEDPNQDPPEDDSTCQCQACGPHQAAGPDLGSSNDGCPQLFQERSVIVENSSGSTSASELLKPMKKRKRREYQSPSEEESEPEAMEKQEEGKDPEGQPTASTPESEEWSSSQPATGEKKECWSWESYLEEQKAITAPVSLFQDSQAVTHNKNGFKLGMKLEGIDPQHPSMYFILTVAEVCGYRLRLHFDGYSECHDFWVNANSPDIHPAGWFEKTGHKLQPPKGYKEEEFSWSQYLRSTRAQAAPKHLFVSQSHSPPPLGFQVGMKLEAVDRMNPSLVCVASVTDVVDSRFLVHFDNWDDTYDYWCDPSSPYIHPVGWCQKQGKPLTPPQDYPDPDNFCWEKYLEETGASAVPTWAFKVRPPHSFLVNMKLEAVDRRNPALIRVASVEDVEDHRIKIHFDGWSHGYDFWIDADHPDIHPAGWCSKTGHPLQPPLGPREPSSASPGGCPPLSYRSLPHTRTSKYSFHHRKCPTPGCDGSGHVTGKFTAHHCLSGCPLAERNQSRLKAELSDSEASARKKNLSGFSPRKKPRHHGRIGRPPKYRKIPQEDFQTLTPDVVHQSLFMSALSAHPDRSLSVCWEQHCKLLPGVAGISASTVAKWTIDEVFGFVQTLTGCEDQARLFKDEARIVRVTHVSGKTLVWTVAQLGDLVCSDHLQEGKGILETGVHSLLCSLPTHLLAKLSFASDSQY
#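 Displacement of a biotinylated histone H3(1-15) peptide monomethylated at Lys9 (75 nM) from L3MBTL1 (50 nM) was measured by AlphaScreen after a 30 min room-temperature compound incubation; cefsulodin titration served as intraplate control.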
# Tau fluor counter = Counterscreen qHTS for Inhibitors of Tau Fibril Formation, Fluorescence Polarization; tau K18 P301L Alexa594 fluorescence, heparin fibrillization; Potency, µM (top dose mostly 57.7 µM), inactives show at the highest dose activity change, negative = decrease; 280,000 compounds, 0.93% hits; further: nearly all actives have a fitted effect of over 55% in size
#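 Human K18 P301L tau (15 uM unlabeled plus 0.24 uM Alexa 594-labeled, final) in 100 mM sodium acetate pH 7 was mixed with compound and 20 uM heparin and incubated 6 hr at 37 C.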
# Tau ThT inhib = qHTS for Inhibitors of Tau Fibril Formation, Thioflavin T Binding | Microtubule-associated protein tau (Homo sapiens), P10636 | recombinant tau K18 P301L, heparin-induced fibrillization, ThT fluorescence | Potency, µM (doses to about 57.4 µM), inactives show at the highest dose activity, negative = inhibition, most hits filed as inhibitors | 270,000 compounds, 2.1% hits | AID 1460, 2008; further: nearly all actives have a fitted effect of over 55% in size
# Target sequence (P10636 561-689 P618L limits assumed): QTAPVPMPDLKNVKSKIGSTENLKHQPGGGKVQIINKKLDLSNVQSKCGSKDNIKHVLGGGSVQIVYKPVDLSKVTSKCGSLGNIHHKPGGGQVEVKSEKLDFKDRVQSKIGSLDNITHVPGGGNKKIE
#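 ThT emission at 510 nm, taken 1 hr after adding 30 uM dye, quantifies aggregates formed when 20 uM heparin acts on human tau K18 P301L for 6 hr at 37 C.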
# TRb-SRC2 inh = qHTS for Inhibitors of the Interaction of Thyroid Hormone Receptor and Steroid Receptor Coregulator 2; 280,000 compounds, 0.065% hits; AID 1469, 2008; Potency, µM (doses to about 106 µM), for inactives: top-dose activity change, negative = inhibition, hits mostly inhibitors; TRbeta-SRC2 peptide binding, fluorescence polarization; receptor liganded with 1 µM T3; Thyroid hormone receptor beta (Homo sapiens), P10828;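 further: plate controls were bound peptide for no effect and peptide without receptor for full effect; nearly all actives have a fitted effect of over 50% in size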
#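 Fluorescence polarization of 20 nM Texas Red SRC2 peptide with 0.6 uM human TRb ligand-binding domain, in Tris buffer with 1uM T3 and 5% DMSO. Incubated 5 hr ambient; normalized to unbound and bound controls.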
# Tau fibril FP = qHTS for Inhibitors of Tau Fibril Formation, Fluorescence Polarization. Microtubule-associated protein tau (Homo sapiens), P10636. 280,000 compounds, 0.39% hits. Potency, µM (series often up to 57.7 µM), inactives show at the top dose activity, negative = inhibition, hits mostly inhibitors. K18 P301L tau heparin fibrillization, Alexa594 FP, 6 h; further: nearly all actives have a fitted effect of over 55% in size
#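 Compound effects on tau fibrillization are measured by Alexa 594 fluorescence polarization (ex 555, em 632 nm). K18 P301L tau is used at 15 uM with 0.24 uM labeled tracer, and 20 uM heparin induces aggregation over 6 hr at 37 C.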
# ALDH1A1 inh = qHTS Assay for Inhibitors of Aldehyde Dehydrogenase 1 (ALDH1A1); Potency, µM (top dose mostly 75.3 µM), without a hit: at the top dose activity, negative = inhibition, hits mostly inhibitors; AID 1030, 2008; 220,000 compounds, 7.3% hits; Purified ALDH1A1, NADH fluorescence, propionaldehyde substrate; active means well fitted inhibition curve with a large enough effect, not every such curve was filed as active; inconclusive means small, poorly fitted or top-dose-only effect, or another doubt; inactive means no such curve, though single readings can be large or run the other way;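 further: plate controls were no enzyme wells and a reference inhibitor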
# * = called active by the depositor; ? = inconclusive; . = no result given; & = joins results of further samples; [ ] = another dose, or the depositor's remark. Unless noted, the call rests on the fitted dose curve; in most records, active means well fitted curve in the direction sought with a large enough effect; inconclusive means small, poorly fitted or top-dose-only effect, or another doubt; inactive means no such curve, though single readings can be large; an effect the other way counts as inactive or inconclusive. Unless noted, on the % scale 0 is the no-effect control and ±100 the full control effect; potency means the concentration at half of the fitted maximal effect. Compounds as they come; overall some 8.5% were active at least once.
nr	molecule	aGal spleen mod	TR SRC2 fluor cs	L3MBTL1 block	Tau fluor counter	Tau ThT inhib	TRb-SRC2 inh	Tau fibril FP	ALDH1A1 inh
1	C=CC[n+]1c(C)csc1Nc1ccc(C(=O)O)cc1	0%	-1%	10%	5%	-6%	3%	4%	-1%
2	CCn1c2c(c(=O)n3ncc(C(=O)Nc4cc(Cl)ccc4C)c13)CN(Cc1ccc(OC)cc1)CC2	.	0%	.	1%	-5%	9%	-4%	.
3	COc1ccc(CC(=O)N2CCN=C2SC)cc1	-6%	0%	.	-11%	-16%	1%	-4%	0%
4	CNC(=O)C(Sc1ccccc1)c1ccccc1 (stereo unspecified)	-1%	0%	7%	7%	2%	-4%	0%	-1%
5	CCOC(=O)c1cnn(-c2ccccc2)c1-n1cccc1C(=O)C(=O)N(C)C	-7%	1%	3%	10%	-1%	1%	4%	0%
6	O=C(NNC(=O)c1cccc(S(=O)(=O)N2CCN(c3ccccc3)CC2)c1)c1ccc(Cl)cc1	-8%	?	2%	-23%	3%	-7%	-15%	3%
7	Cc1ccc(C)c(N2CCN(C(=O)c3ccc(NS(=O)(=O)c4c(C)noc4C)cc3)CC2)c1	6%	1%	-4%	-25%	?	-5%	9%	-16%
8	COc1ccc(C2CC(c3c(O)cc(C)oc3=O)=NCCS2)c(OC)c1 (stereo unspecified)	11%&0%	4%&-3%	-2%	-20%	?	-10%&6%	?	?
9	COc1ccccc1-n1c(SCC(N)=O)nnc1-c1ccc(S(=O)(=O)N2CCCCC2)cc1	-8%	-1%	-3%	-14%	-9%	-10%	-13%	4.5µM*
10	O=C(c1cnn2cccnc12)N1CCN(c2ccccc2)CC1	-5%	1%	6%	1%	-1%	3%	-4%	1%
11	COc1ccc(OCCC(=O)NCCN2CCOCC2)cc1	6%	-5%	4%	3%	4%	0%	-1%	13%
12	O=C(N/N=C/c1ccc(Sc2ccccn2)o1)c1cc2ccccc2cc1O	2%	32µM*[quencher]	?	?	14µM*	?	-1%	3%
13	O=C(CSc1nc2c(c(=O)[nH]1)CCC2)Nc1ccccc1F	.	-1%	.	-8%	-6%	9%	11%	.
14	Clc1ccc(CSc2nccn2Cc2ccccc2)cc1	1%	-2%	-6%	-28%	-11%	1%	5%	?
15	Cc1ccc(S(=O)(=O)N(C)c2cc(S(N)(=O)=O)c(C)cc2C)cc1	-1%	4%	5%	-8%	-4%	-2%	-14%	12%
16	Cc1ccc(NC(=O)COC(=O)[C@H](C)N2C(=O)C3CC=CCC3C2=O)cc1S(=O)(=O)N(C)C (stereo partly specified)	-7%	-1%	-2%	-8%	1%	-7%	1%	-4%
17	O=C(N/C=C\c1ccccc1)NCc1ccc(Cl)cc1	0%	0%	4%	-15%	-12%	3%	-4%	?
18	Cn1c(SCCOc2ccc(F)cc2)nnc1-c1ccncc1	2%	-1%	.	-29%	.	-3%	2%	.
19	O=C(c1ccc2c(c1)N(Cc1ccccc1F)C(=O)c1ccccc1S2(=O)=O)N1CCc2ccccc21	.	-5%	.	-8%	0%	-2%	-11%	.
20	O=C(NC(=S)Nc1ccccc1N1CCCC1)c1cccc(F)c1	3%	2%	-28%	?	?	5%	1%	8.9µM*
21	CO[C@@H]1COC(=O)[C@@H](C)COC(=O)[C@@H](C)NC(=O)C/C=C\[C@@H]1C	28%[17.5 µM]	-7%[11.2 µM]	.	-4%[11.6 µM]	-2%[11.5 µM]	1%[11.2 µM]	-7%[11.6 µM]	11%[13.5 µM]
22	CCN1C(=O)N[C@H](c2ccccc2)C(C(C)=O)=C1C	3%[17.5 µM]	-4%[11.2 µM]	.	-5%[11.6 µM]	-3%[11.5 µM]	1%[11.2 µM]	2%[11.6 µM]	16%[13.5 µM]
23	COc1ccc(NS(=O)(=O)c2ccc(-n3cccn3)cc2)cc1OC	.	-8%	.	-20%	-9%	-1%	-13%	.
24	Cc1cccc(-c2noc(CN(C(=O)C(c3ccccc3)c3ccccc3)C(C)C)n2)c1	-4%	-4%	.	-18%	-14%	-17%	-4%	6%
25	Cc1ccnc(NC(=O)COc2c(C)cc(C)cc2[N+](=O)[O-])c1	-4%	-2%	-16%	-5%	-9%	0%	3%	-8%
26	CCCCNC(=O)CSC1=Nc2ccccc2C2=NC(CCC(=O)NCc3ccccc3OC)C(=O)N12 (stereo unspecified)	.	1%	.	2%	5%	0%	1%	.
27	O=C(CN1C(=O)COc2ccc(S(=O)(=O)N3CCCCCC3)cc21)NCc1ccc(F)cc1	.	-1%	4%	-26%	0%	8%	-2%	.
28	C/C(=N\NC(=O)Cn1nc(C)c([N+](=O)[O-])c1C)c1ccc(O)cc1	9%	-1%	17%	13%	17%	7%	7%	-2%
29	CCOC(=O)c1c(-c2ccc(C)cc2)csc1NC(=O)c1cc(=O)c2cc(C)cc(C)c2o1	.	10%	.	-12%	-18%	9%	-3%	.
30	CCNC(=O)OCC12CC3CC(CC(C3)C1)C2	5%	-6%	6%	-6%	-6%	1%	5%	?
31	CCc1cc2c(Sc3nc4ccccc4s3)ncnc2s1	-1%	1%	8%	-9%	-17%	1%	1%	20µM*
32	Cc1noc(C)c1COc1cccc(C(=O)OCC(=O)N2CC(=O)Nc3ccccc32)c1	-17%	-1%	-5%	-7%	-6%	-6%	1%	?
33	CCN(Cc1cnn(C)c1)Cc1nc(C2(c3ccc(C)cc3)CCCC2)no1	9%	-3%	4%	-4%	-10%	2%	7%	3%
34	COc1ccc(/C=N/NC(=S)Nc2cc(S(=O)(=O)N3CCOCC3)ccc2N2CCOCC2)cc1O	-3%	-1%	-8%	?	-17%	-3%	10%	?
35	CC(=O)ONC(=Nc1ccccc1)c1nonc1N	1%	-3%	7%	5%	2%	-1%	-4%	.
36	CCCCOc1ccc(CSC2=NCCN2)cc1[N+](=O)[O-]	-10%	-5%	-15%	12%	-13%	-7%	2%	-4%
37	Cc1c(C(N)=O)sc2nc(-c3ccccc3)cn12	-6%	-1%	-7%	-7%	?	1%	-9%	0%
38	Cn1nc(C(C)(C)C)c([N+](=O)[O-])c1C(=O)NC(C)(C)C	-11%	0%	7%	2%	6%	-5%	-1%	4%
39	O=C(NCc1cccs1)c1nc2c(nnn2Cc2ccc(F)cc2)c(=O)[nH]1	-12%	1%	5%	8%	5%	-10%	10%	-1%
40	CCOC(=O)C1CCN(C(=O)C2CC(=O)N(c3ccc(C)cc3)C2)CC1 (stereo unspecified)	-4%	-3%	.	0%	-8%	-9%	-2%	-7%
41	O=C(Nc1ccc(N2CCOCC2)cc1)c1cc2c(s1)CCCCC2	-9%	-2%	-22%	?	10µM*	-6%	8%	?
42	CCCCCSc1nnc(-c2ccccc2N)c(=O)[nH]1	11%	-3%	3%	-3%	-12%	-1%	1%	-2%
43	CC1=C(C#N)C(c2ccccc2O)C(C#N)=C(C)N1	-7%	0%	15%	-7%	0%	-3%	-10%	1%
44	CC(C)C(=O)Nc1cc(S(=O)(=O)Nc2ccc(Cl)cc2)ccc1Cl	2%	-3%	-5%	-27%	-3%	1%	-12%	16%

# A different layout for some results above:
# Fields – aGal spleen mod | TR SRC2 fluor cs | L3MBTL1 block | Tau fluor counter | Tau ThT inhib | TRb-SRC2 inh | Tau fibril FP | ALDH1A1 inh
[25] Cc1ccnc(NC(=O)COc2c(C)cc(C)cc2[N+](=O)[O-])c1
    -4% | -2% | -16% | -5% | -9% | 0% | 3% | -8%
[12] O=C(N/N=C/c1ccc(Sc2ccccn2)o1)c1cc2ccccc2cc1O
    2% | 32µM*[quencher] | ? | ? | 14µM* | ? | -1% | 3%
[28] C/C(=N\NC(=O)Cn1nc(C)c([N+](=O)[O-])c1C)c1ccc(O)cc1
    9% | -1% | 17% | 13% | 17% | 7% | 7% | -2%
[7] Cc1ccc(C)c(N2CCN(C(=O)c3ccc(NS(=O)(=O)c4c(C)noc4C)cc3)CC2)c1
    6% | 1% | -4% | -25% | ? | -5% | 9% | -16%
[38] Cn1nc(C(C)(C)C)c([N+](=O)[O-])c1C(=O)NC(C)(C)C
    -11% | 0% | 7% | 2% | 6% | -5% | -1% | 4%
[29] CCOC(=O)c1c(-c2ccc(C)cc2)csc1NC(=O)c1cc(=O)c2cc(C)cc(C)c2o1
    . | 10% | . | -12% | -18% | 9% | -3% | .
[9] COc1ccccc1-n1c(SCC(N)=O)nnc1-c1ccc(S(=O)(=O)N2CCCCC2)cc1
    -8% | -1% | -3% | -14% | -9% | -10% | -13% | 4.5µM*

# From PubChem BioAssay
